From PubChem BioAssay
MLLE-PAM2 inh: blocks PAM2 peptide binding to the PABP1 MLLE domain; inhibition, % at 20 µM; 360,000 compounds, 0.36% hits; P11940; GST-MLLE / FITC-PAM2 fluorescence polarization; in the data active means inhibition above about 35%, passing the limit was not always enough;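 further: plate controls were DMSO wells with GST-MLLE for no effect and wells lacking GST-MLLE protein for full effect; some results filed as inactive read as strong as hits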
MsrA inhibitor: bovine MsrA inhibition; purified bovine MsrA, absorbance read-out; AID 651718; 360,000 compounds, 0.75% hits; inhibition, % at 15.5 µM; in the data active means inhibition above about 4.5%;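 further: 0% = vehicle wells with enzyme and 100% = reference inhibitor wells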
CSN deneddyl inh: blocks human CSN-mediated cullin deneddylation; Purified CSN, SCF-Nedd8-OG deneddylation, fluorescence polarization; 360,000 compounds, 0.38% hits; Q92905; inhibition, % at 12.5 µM; AID 651999;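 active means pattern-corrected inhibition above about 35%, with an unprinted fluorescence ratio check between 0.5 and 1.5, limit read from the data, passing the limit was not always enough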;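 further: 0% = enzyme with substrate and 100% = substrate without enzyme; some results filed as inactive read as strong as hits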
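Assay system: Purified human Csn5 enzyme expressed in HEK293T cells | Amount: Enzyme 0.24 nM | Measured by: Fluorescence polarization readout | Medium: Tris/NaCl/DTT buffer, pH 7.5 | Compound dosing: One concentration, 12.5 µM, 0.25% DMSO | Times: 90 min incubation of compound, enzyme and substrate at room temperature | Control set: no-enzyme wells high, enzyme-with-substrate wells low | Read-out: % inhibition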
MsrA act: activators of bovine methionine sulfoxide reductase A | purified bovine MsrA, absorbance read-out | AID 602163 | 360,000 compounds, 0.3% hits | activation, % at 10.6 µM; in the data active means activation above about 7.5%;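 further: 0% = vehicle and 100% = reference activator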
Rin1 Abl inh: human Rin1-Abl interaction inhibition | P00519+Q13671 | TR-FRET Rin1/Abl binding, biochemical | inhibition, % at 7.35 µM | 360,000 compounds, 0.4% hits | AID 588664; in the data active means inhibition above about 5%, passing the limit was not always enough
MT1-MMP act inh: inhibitors of human MT1-MMP activation. HT1080 RFP-PRO-GFP cells, GFP/RFP ratio fluorescence, overnight; percent of plate control window, DMSO zero. GFP/RFP ratio change, % at 20 µM. 360,000 compounds, 0.061% hits;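 active means GFP/RFP ratio change of at least 30% with cell ATP level not reduced by more than half and red fluorescence within 50% of control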; further: strong numbers were not always called active
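Compound: 20 µM single dose, 1% DMSO / System: HT1080 RFP-PRO-GFP cells / Controls: DMSO and RFP-L50D-GFP cell wells / Read-out basis: GFP/RFP fluorescence ratio / Schedule: overnight compound exposure at 37 °C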
Rpn11 block: Rpn11 (human) deubiquitinase inhibition. human 26S proteasome, Ub4-pepOG fluorescence polarization; 20S core pre-blocked with epoxomicin. O00487. AID 588493. 360,000 compounds, 0.59% hits. calls only at 20 µM;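 active means inhibition at 20 µM, scaled to each plate's controls, above about 33%, limit read from the data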
E coli Lon inh: inhibits E. coli Lon protease; P0A9M0; purified E. coli Lon protease, fluorescence polarization; inhibition, % at 7.94 µM; 360,000 compounds, 0.42% hits; AID 602123; in the data active means inhibition above about 13%, passing the limit was not always enough;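 further: 0% = enzyme with probe and DMSO and 100% = no enzyme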
FAS TE block: blocks the thioesterase domain of human fatty acid synthase | 360,000 compounds, 0.67% hits | inhibition, % at 15 µM | recombinant FAS-TE, OMFH fluorogenic substrate, fluorescence endpoint | P49327 | AID 602261;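 active means compounds whose normalised, plate-corrected inhibition of enzyme fluorescence in the single-dose primary screen is 50% or more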;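 further: 0% = DMSO with enzyme and 100% = substrate without enzyme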
Numbers without * were called inactive; i = inactive; . = not tested or not shown.

Molecule,E coli Lon inh,MLLE-PAM2 inh,Rin1 Abl inh,CSN deneddyl inh,MT1-MMP act inh,FAS TE block,MsrA act,MsrA inhibitor,Rpn11 block
CCNC(=O)CN1C(=O)NC(CCc2ccccc2)C1=O (configuration not stated),-6,-26,3,3,2,-6,-8,0.9,i
Cc1cc(C(=O)NNC(=O)c2cccc([N+](=O)[O-])c2)n[nH]1,4,9,2,3,-3,-2,-3,-0.4,i
OCC1OC(c2ccc(OCc3ccccc3)cc2OCc2ccccc2)C(O)C1O (configuration not stated),7,12,0,-2,-2,-2,-2,-0.7,i
Cc1nc2ccc(S(=O)(=O)N(C)CC(=O)NCc3ccc4c(c3)OCO4)cc2s1,-3,-3,4,3,4,-9,-5,0.2,i
O=C1Cc2cc(S(=O)(=O)Nc3ccc(N4CCOCC4)cc3)ccc2N1,-10,-3,4,0,-3,-5,-1,-0.8,i
COc1ccccc1NS(=O)(=O)c1cc(C(=O)NCCC(C)C)ccc1F,6,8,3,9,1,0,-6,1.8,i
COc1cccc(C(=O)Nc2c3c(nn2-c2cccc(C)c2C)CS(=O)(=O)C3)c1OC,1,19,-1,3,1,9,-2,1.2,i
CN(C)/N=C/c1cn(-c2ccccc2)nc1-c1cccnc1,-12,0,3,9,-2,-6,-1,2.2,i
COCCn1c(SCC(=O)N2CCCc3ccccc32)nnc1-c1ccco1,-7,-2,1,-3,-1,-5,-4,0.4,i
COc1ccc(/C=C2\Oc3cc(OCC(N)=O)ccc3C2=O)cc1OC,-41,-40,-6,4,-4,-4,-3,3.7,i
CC1CC(C)CN(CCCNC(=O)c2ccc3nc(N4CCCCC4)sc3c2)C1 (configuration not stated),-2,4,0,4,-1,-7,-2,0.3,i
O=C(CCC(=O)N(CC(=O)NC1CCCC1)C1CCCCC1)Nc1ccccn1,3,-2,-3,-3,5,-1,-2,-0.3,i
Cc1ccc(S(=O)(=O)CCC(=O)Nc2nccs2)cc1,4,-11,7,0,0,-10,-8,0.2,i
CCN(CC)c1cccc(OCC(=O)N2c3ccccc3CC2C)c1 (configuration not stated),-16,-5,0,1,-3,29,1,-0.7,i
COC(=O)NC(NC(=S)Nc1cccc(C)c1)C(Cl)(Cl)Cl (configuration not stated),7,18,2,-3,0,10,-1,-0.6,i
COC(=O)c1ccccc1NC(=O)CN(c1c(C)cccc1C)S(C)(=O)=O,-6,4,4,2,2,4,0,0.4,i
CCN(C1CCS(=O)(=O)C1)S(=O)(=O)c1cc(C)ccc1C (configuration not stated),-8,8,1,2,1,-10,-12,2.5,i
CCN(C(=O)COC(=O)c1ccco1)c1c(N)n(Cc2ccccc2)c(=O)[nH]c1=O,14,-16,-1,-3,-1,-9,-2,-1.8,i
O=C(COC(=O)c1ccc([N+](=O)[O-])cc1)NCCC1=CCCCC1,-2,10,-1,-3,6,38,0,-0.6,i
O=C(CSc1nnc(-c2ccccn2)n1Cc1ccccc1)Nc1ccc2c(c1)OCO2,-6,-4,3,-3,-7,-3,-2,1.8,i
COc1ccc(Cl)cc1NC(=O)CN(C)C(=O)Cc1n[nH]c(=O)c2ccccc12,-5,-32,2,6,10,-4,-10,0.3,i
CCOc1ccccc1OCCOc1ccc(F)cc1,-3,-16,2,-5,-7,14,-4,-1.9,i
COc1ccc(NS(=O)(=O)c2cc(NC(=O)c3ccc(Cl)cc3)ccc2N2CCOCC2)cc1,0,1,2,-2,13,53*,-2,1.1,i
O=C(NNS(=O)(=O)c1ccccc1)C1CC(c2cccnc2)=NO1 (configuration not stated),-2,2,7,-1,2,-3,3,-1.3,i
CC(C)(C)c1csc(Sc2ncccc2[N+](=O)[O-])n1,15,7,-1,-4,6,7,-7,0.6,i
COc1ccc(NC(=O)NNC(=O)COc2ccc3cc(Br)ccc3c2)cc1,-9,4,-4,3,4,-1,-3,-1.5,i
Brc1ccccc1Cn1c(-c2cncs2)nc2ccccc21,1,-1,2,-2,2,9,-11,-1.4,i
COc1ccc(OCc2cccc(C(=O)Nc3ccc(CN4CCCCC4)cc3)c2)cc1,-11,6,0,-5,8,-1,-2,0.0,i
N#Cc1nc(Cc2cccc3ccccc23)oc1N1CCOCC1,-5,-5,-1,-4,-4,20,-6,.,i
CCCCNC(=O)C[C@@H]1C[C@@]2(C(=O)OC)CCCCC=C2N(Cc2ccccc2)C1=O,-14,.,.,-3,-1,-8,-2,-1.2,.

Some of the entries so far, as labelled records:
Molecule: O=C(NNS(=O)(=O)c1ccccc1)C1CC(c2cccnc2)=NO1 (configuration not stated)
  E coli Lon inh = -2; MLLE-PAM2 inh = 2; Rin1 Abl inh = 7; CSN deneddyl inh = -1; MT1-MMP act inh = 2; FAS TE block = -3; MsrA act = 3; MsrA inhibitor = -1.3; Rpn11 block = i

Molecule: CCN(C1CCS(=O)(=O)C1)S(=O)(=O)c1cc(C)ccc1C (configuration not stated)
  E coli Lon inh = -8; MLLE-PAM2 inh = 8; Rin1 Abl inh = 1; CSN deneddyl inh = 2; MT1-MMP act inh = 1; FAS TE block = -10; MsrA act = -12; MsrA inhibitor = 2.5; Rpn11 block = i

Additional structures.
Molecule,E coli Lon inh,MLLE-PAM2 inh,Rin1 Abl inh,CSN deneddyl inh,MT1-MMP act inh,FAS TE block,MsrA act,MsrA inhibitor,Rpn11 block
COc1ccccc1NC(=O)COC(=O)COc1ccccc1F,-3,-4,0,-2,2,-7,-5,0.5,i
Nc1n[nH]c(N)c1N=Nc1ccccc1,2,-8,0,-9,1,-4,-5,5.0*,i
CC(=O)N(CCN1CCOCC1)Cc1cc2cc3c(cc2nc1Cl)OCO3,-2,-5,1,5,-3,-6,-2,0.6,i
O=C1NC[C@H](c2ccccc2)N(CCc2cc(C(F)(F)F)cc(C(F)(F)F)c2)C1=O,-6,4,3,-2,12,-8,-3,0.6,i
O=C(CSc1nc2nc(-c3cccs3)cc(C(F)(F)F)c2c(=O)[nH]1)Nc1c(F)c(F)c(F)c(F)c1F,-4,-4,1,-2,-9,50*,-7,1.6,i
CCOC(=O)C1(CC2CCCCO2)CCN(Cc2ccccc2-c2ccco2)CC1 (configuration not stated),0,-14,1,1,-8,4,-2,1.2,i
Nc1ccc(C#Cc2ccc3sc4ccccc4c(=O)c3c2)cc1,7,-10,-2,1,4,-8,-4,3.9,i
O=C(Cn1nnc(-c2ccccc2)n1)NCc1ccc2c(c1)OCO2,0,0,-3,-5,3,-6,-3,-1.8,i
O=C(O)CC(NC(=O)C12CC3CC(CC(C3)C1)C2)c1cccc([N+](=O)[O-])c1 (configuration not stated),2,-15,3,-7,-2,6,-3,0.8,i
Fc1cccc(/C=N/Nc2ccccn2)c1,18,7,-3,3,1,-1,-11,2.6,i
O=C(CCNC(=O)c1ccco1)NC(Cc1c[nH]c2ccccc12)C(=O)O (configuration not stated),2,0,2,-4,-1,-3,-7,0.0,i
COc1cccc(CNC(=O)C2CCN(c3cnccn3)CC2)c1,-4,-5,0,-2,-5,-13,-4,0.6,i
Cc1ccc2[nH]cc(CCNS(=O)(=O)c3ccc(F)cc3)c2c1,-2,-6,-2,-1,1,4,3,0.6,i
CCCCCC(C)NC(=S)NC(=O)c1cc(S(=O)(=O)N2CCOCC2)ccc1C (configuration not stated),-5,23,-5,-10,-7,13,-7,-0.4,i
CCC1(c2ccc(F)cc2)NC(=O)N(CC(=O)Nc2cccc(S(=O)(=O)N3CCCC3)c2)C1=O (configuration not stated),1,5,3,4,4,3,0,0.8,i
COc1cc(NC(=O)CCCNC(=O)c2ccc(Cl)cc2)cc(OC)c1,7,0,-2,-4,4,0,-3,0.9,i
CCOc1ccccc1-n1c(SCC(=O)N2CCOCC2)nnc1-c1ccccn1,1,2,-2,-3,3,-8,-2,-0.2,i
CCOc1cc2c(Cl)ncnc2c(OCC)c1OCC,2,-5,3,-1,1,-3,0,0.9,i
CC(=O)c1cccc(NC(=O)c2ccccc2OCc2ccc(F)cc2)c1,-4,6,0,2,0,18,-1,-0.8,i
COc1ccccc1NC(=O)C(=O)NCCCN1CCCC1=O,-6,-1,-1,2,0,-4,-1,0.4,i
CC(C)CCOc1cccc(OCC(=O)NC2CCS(=O)(=O)C2)c1 (configuration not stated),-4,7,2,2,1,3,-3,1.8,i
Cc1ccc(N2C(=O)[C@@H]3[C@H](C2=O)C2c4ccccc4C=CN2[C@@H]3C(=O)c2ccco2)cc1 (some centres not stated),9,37*,0,0,-21,-4,-5,0.7,i
O=C1OCC(c2ccc(Cl)s2)=C1c1ccccc1[N+](=O)[O-],1,2,3,-3,-3,4,-5,2.7,i
O=C(Cn1nc(-c2ccccc2)nc1-c1ccccc1)N1CCOCC1,0,5,5,1,-5,-2,3,-0.7,i
CCOC(=O)c1ccc2c(c1)nc(SC/C(O)=C(\C#N)c1nc3ccccc3[nH]1)n2CC,-7,-116,-1,14,-5,-11,-4,-0.4,i
O=[N+]([O-])c1ccc(S(=O)(=O)NCCc2cn3ccccc3n2)cc1,-1,6,0,-1,10,-2,-7,0.1,i
COCCCN1C(=O)c2ccc(C(=O)O)cc2C1=O,-11,-9,-4,-7,-2,-3,-4,0.2,i
Cc1ccccc1/C=N/n1c(-c2cc(-c3ccccc3)n[nH]2)n[nH]c1=S,-4,-64,0,13,-1,3,1,0.9,i
CC[C@@H]1C(=O)[C@H](Cc2ccccc2)[C@H]2CCCC(=O)N3CC[C@@H]1[C@@H]23,-1,-32,3,-4,1,-12,-1,-0.2,i
CCCNC(=O)C1(C)CCCN(C(=O)c2cc3ccccc3s2)C1 (configuration not stated),-12,8,2,-3,1,-4,-1,0.0,i
CCOc1ccc(CC(C(N)=O)C(N)=O)cc1CN(C)C,-11,-13,4,3,0,-3,-12,-0.4,i
CS(=O)(=O)N1CCN(C(=S)NCc2ccc(F)cc2)CC1,-1,-128,-1,-5,2,-9,-7,-0.3,i
S=c1[nH]nc(-c2ccco2)n1/N=C/c1cccs1,1,-58,-2,-4,2,-14,0,1.1,i
NC(=O)c1ccc(-n2nnnc2SCC(=O)Nc2ccccc2F)cc1,-6,12,2,-4,0,-1,-5,-0.3,i
COc1ccc(/C=N\NC(=O)c2nn(C)cc2Cl)cc1CN1CCOCC1,9,0,-2,-1,-4,-12,-8,3.9,i
CCOC(=O)Nc1ccccc1C(=O)N1CCOCC1,4,-4,-2,-4,5,-9,0,0.9,i
Cc1oc(/N=C/c2ccc(Cl)cc2Cl)c(C#N)c1C,-5,-3,4,7,60,0,0,0.1,i
Cc1nc(N2CCc3ccccc3C2)[nH]c(=O)c1Cc1ccccc1,9,-6,1,6,5,-2,-4,0.0,i
O=C1C(C=NCc2cccnc2)=C(O)c2ccccc21,3,5,-2,2,-4,-15,-6,2.9,i
COc1ccc(C(=O)NNC(=O)C(=O)Nc2cccc3ccccc23)cc1,7,15,1,-2,6,-4,-5,-0.5,i
COC(=O)Cc1c(C)nc2nc(Cc3ccccc3)[nH]n2c1=O,-1,-16,-2,15,3,-6,-4,-0.9,i
COc1cccc(CN(CC(=O)NCc2ccccc2)S(=O)(=O)CCl)c1,-10,12,1,-6,2,1,0,-0.7,i
COc1cccc(C(=O)N(Cc2ccc3c(c2)OCO3)Cc2nc3ccccc3c(=O)[nH]2)c1,7,-6,-2,-3,-5,6,-3,-1.0,i

Not a hit list (roughly 3.7% active in at least one column).
